ELG1 genotox = qHTS screen for small molecules that induce genotoxicity in human embryonic kidney (HEK293T) cells expressing luciferase-tagged ELG1; Potency, µM (top dose mostly 46 µM), for the others: at the highest dose activity change, positive = activation, actives largely listed as activators; hit rate 1.3% among 330,000; HEK293T ELG1-luciferase reporter, luminescence, 16 h; further: potency means the concentration at half of the fitted maximal effect; % of control where 0% means no effect; nearly all actives have a fitted effect of over 60% in size
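Screening used a luciferase reporter fused to human ELG1 in HEK293T cells. Luminescence was read on a CCD plate imager after 16 hr exposure and 30 min ONE-Glo incubation.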
RORgamma inh = qHTS for inhibitors of ROR gamma transcriptional activity | Nuclear receptor ROR-gamma (Mus musculus), P51450 | Drosophila S2 Gal4-RORgamma UAS-luciferase reporter, 20 h | Potency, µM (doses to about 53.6 µM), for inactives: at the highest dose activity change, negative = inhibition, most hits filed as inhibitors | hit rate 5.4% among 310,000 | AID 2551, 2010; further: potency means the concentration at half of the fitted maximal effect; on the % scale 0 is the no-effect control and ±100 the full control effect; nearly all actives have a fitted effect of over 60% in size
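Stably transfected Drosophila Schneider cells are the test system, with ROR gamma fused to Gal4 and luciferase under UAS control; luminescence is read after 20 hr of 700 uM copper sulfate induction at ambient temperature.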
ELG1 DNA repair = qHTS screen for small molecules that inhibit ELG1-dependent DNA repair in human embryonic kidney (HEK293T) cells expressing luciferase-tagged ELG1 | HEK293T ELG1-luciferase reporter, luminescence, 16 h; DNA damage induced by 5-fluorouridine | AID 504467, 2011 | Potency, µM (series often up to 46.1 µM), inactives show at the top dose activity change, negative = inhibition, actives largely listed as inhibitors | hit rate 2.3% among 330,000; further: potency means the concentration at half of the fitted maximal effect; on the % scale 0 is the no-effect control and ±100 the full control effect; nearly all actives have a fitted effect of over 55% in size
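HEK293T cells expressing luciferase-tagged ELG1 (2,000/well) received 5-Fluorouridine plus compound or DMSO for 16 hr at 37 °C. Luciferase was read by ONE-Glo luminescence after 30 min at room temperature.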
BRCA1 expr act = qHTS Assay to Identify Small Molecule Activators of BRCA1 Expression | MCF7-BRCA1-FFLuc reporter, luminescence, 48 h; response scale: scaled: vehicle 0%, 10 µM genistein 100% | Potency, µM (doses to about 46.1 µM), without a hit: at the highest dose activation, actives largely listed as activators | hit rate 1.1% among 380,000; further: potency means the concentration at half of the fitted maximal effect; nearly all actives have a fitted effect of over 80% in size; some results filed as inactive show a strong effect at the top dose
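Activators of BRCA1 expression were detected as increased firefly luciferase luminescence in engineered MCF7 cells after 48 h compound incubation. Signals were scaled to genistein 10 microM as full activation.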
NPC1 prom act = qHTS Assay for NPC1 Promoter Activators | AID 485313, 2010 | Potency, µM (doses to about 9.22 µM), for the others: top-dose activation, most hits filed as activators | hit rate 2.4% among 320,000 | Huh7 NPC1 promoter luciferase reporter, 24 h;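 further: potency means the concentration at half of the fitted maximal effect; % of control where 0% means no effect; nearly all actives have a fitted effect of over 60% in size; reporter is driven by a mutant NPC1 promoter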
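Huh7 cells stably carrying NPC1 promoter–luciferase, plated in Opti-MEM with 10% FBS for 2 h, were exposed to compound in DMSO for 24 h at 37 °C; luciferase reagent was added for 10 min and luminescence read.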
Rab9 promoter act = qHTS Assay for Rab9 Promoter Activators. Huh7 Rab9 promoter-luciferase reporter, luminescence, 24 h. Potency, µM (doses to about 9.22 µM), for inactives: at the highest dose activation, negative = inhibition, hits mostly activators. hit rate 2.8% among 320,000; further: potency means the concentration at half of the fitted maximal effect; % of control where 0% means no effect; nearly all actives have a fitted effect of over 60% in size
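Using Huh7 cells stably transfected with Rab9 promoter–luciferase, compounds were incubated 24 h at 37 °C, 5% CO2; luciferase luminescence was read 10 min after reagent addition.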
TRPV1 ag = HTS Assay for Compounds that Act as Agonists of the Vanilloid Receptor 1 | TRPV1-expressing cells, Fluo-8 calcium influx, agonist mode | activation, % at 8.33 µM | hit rate 0.19% among 320,000 | AID 540275, 2011 | Transient receptor potential cation channel subfamily V member 1 (Homo sapiens), Q8NER1; in the data active means activation above about 80%; inconclusive means between about 30% and that limit; further: 0% is about no effect
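TRPV1-expressing cells were cultured overnight at 35.5C and loaded with Fluo-8 calcium dye for 40 to 90 min at room temperature. After a 10 s baseline, compound was added and calcium influx was read kinetically for 3 min (ex 480/em 520 nm).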
Tb PFK inh = qHTS Assay to Find Inhibitors of T. brucei phosphofructokinase. T. brucei PFK, ADP-Glo luminescence. ATP-dependent 6-phosphofructokinase (Trypanosoma brucei brucei), O15648. Potency, µM (highest dose often 57.5 µM), for the others: top-dose activity, negative = inhibition, actives largely listed as inhibitors. hit rate 0.17% among 330,000. AID 485367, 2010;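 further: potency means the concentration at half of the fitted maximal effect; 0% = uninhibited 1x PFK enzyme wells and -100% = no-enzyme wells; nearly all actives have a fitted effect of over 60% in size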
Target sequence (O15648 whole entry, looked up): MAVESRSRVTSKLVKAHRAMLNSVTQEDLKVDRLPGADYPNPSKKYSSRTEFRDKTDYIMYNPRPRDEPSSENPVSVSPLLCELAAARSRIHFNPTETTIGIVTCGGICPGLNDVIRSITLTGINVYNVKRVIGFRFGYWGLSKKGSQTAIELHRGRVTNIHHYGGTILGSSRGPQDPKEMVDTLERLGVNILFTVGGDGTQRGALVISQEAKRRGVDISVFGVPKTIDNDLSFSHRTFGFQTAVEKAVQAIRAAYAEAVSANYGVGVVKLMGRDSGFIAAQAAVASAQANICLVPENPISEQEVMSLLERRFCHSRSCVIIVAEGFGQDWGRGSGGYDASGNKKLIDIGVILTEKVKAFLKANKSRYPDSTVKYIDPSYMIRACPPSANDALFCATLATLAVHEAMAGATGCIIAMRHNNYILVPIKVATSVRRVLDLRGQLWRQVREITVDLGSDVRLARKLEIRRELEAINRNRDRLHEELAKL
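In TEA buffer at pH 8.0 with 5 mM MgCl2, enzyme (1.25 nM) converted F6P (0.5 mM) and ATP (0.1 mM) for 45 min at room temperature. ADP product was read by luciferase luminescence.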
p53 reactivator = qHTS assay for re-activators of p53 using a Luc reporter. H1299 p53-A138V BP100-luciferase reporter, luminescence, 24 h. Potency, µM (series often up to 92.2 µM), inactives show at the top dose activity change, positive = activation, hits mostly activators. hit rate 0.063% among 320,000; further: potency means the concentration at half of the fitted maximal effect; % of control where 0% means no effect; nearly all actives have a fitted effect of over 45% in size
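p53-null H1299 cells stably carrying temperature-sensitive p53-A138V and a BP100-luciferase reporter were pinned with compounds (4-point, 1:5 series) and held 24 hrs at 37 deg C. Luminescence was read 10 min after detection reagent.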
FLuc modulator = qHTS profiling assay for firefly luciferase inhibitor/activator using purifed enzyme and Km concentrations of substrates (counterscreen for miR-21 project) | purified FLuc, Km substrates, luminescence inhibition | hit rate 6.9% among 360,000 | Potency, µM (doses to about 57.5 µM), inactives show at the highest dose activity change, negative = inhibition, most hits filed as inhibitors | AID 588342, 2011 | Luciferin 4-monooxygenase (Photinus pyralis), P08659;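 further: potency means the concentration at half of the fitted maximal effect; plate controls were vehicle for no effect and reference inhibitor for full effect; nearly all actives have a fitted effect of over 55% in size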
Target sequence (P08659 whole entry, looked up): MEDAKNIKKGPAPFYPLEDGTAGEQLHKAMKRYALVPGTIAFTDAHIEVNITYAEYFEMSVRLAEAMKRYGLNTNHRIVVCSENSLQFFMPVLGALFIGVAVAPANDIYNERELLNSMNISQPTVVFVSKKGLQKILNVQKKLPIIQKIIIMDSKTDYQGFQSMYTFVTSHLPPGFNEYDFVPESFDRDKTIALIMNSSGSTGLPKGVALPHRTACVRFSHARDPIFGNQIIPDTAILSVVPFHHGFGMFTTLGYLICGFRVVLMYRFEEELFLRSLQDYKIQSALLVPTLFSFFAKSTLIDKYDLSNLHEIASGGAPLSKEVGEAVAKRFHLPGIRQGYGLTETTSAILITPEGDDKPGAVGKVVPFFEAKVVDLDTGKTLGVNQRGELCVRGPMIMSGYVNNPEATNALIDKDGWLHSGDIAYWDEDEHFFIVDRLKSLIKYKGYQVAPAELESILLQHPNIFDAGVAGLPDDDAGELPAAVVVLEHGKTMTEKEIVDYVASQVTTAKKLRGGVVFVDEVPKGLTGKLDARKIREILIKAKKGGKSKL
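Purified P. pyralis luciferase (10nM final) with 10uM D-luciferin and 10uM ATP (Km levels) in 50mM Tris acetate pH 7.5, 10mM Mg acetate, 0.01% Tween-20, 0.05% BSA; qHTS 6-point titration, ~60 µM downward; luminescence read.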
Gal4-VP16 FLuc = VP16 counterscreen qHTS for inhibitors of ROR gamma transcriptional activity; Drosophila S2 Gal4-VP16 UAS-luciferase, luminescence, 20 h; Potency, µM (series often up to 53.6 µM), for inactives: top-dose activity, negative = inhibition, most hits filed as inhibitors; hit rate 3.5% among 310,000; AID 2546, 2010;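 further: Gal4-VP16 expression switched on by copper sulfate through the metallothionein promoter; potency means the concentration at half of the fitted maximal effect; on the % scale 0 is the no-effect control and ±100 the full control effect; nearly all actives have a fitted effect of over 50% in size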
Numbers without * were called inactive; ? = inconclusive; . = not tested or not shown; [ ] = another dose, or the depositor's remark. Unless noted, the call rests on the fitted dose curve; in most records, active means well fitted curve in the direction sought with a large enough effect; inconclusive means small, poorly fitted or top-dose-only effect, or another doubt; inactive means no such curve, though single readings can be large; an effect the other way counts as inactive or inconclusive. Outcome played no part in choosing rows. Share with any hit: about 15%.

molecule	ELG1 genotox	RORgamma inh	ELG1 DNA repair	BRCA1 expr act	NPC1 prom act	Rab9 promoter act	TRPV1 ag	Tb PFK inh	p53 reactivator	FLuc modulator	Gal4-VP16 FLuc
O=C(c1ccc(Cl)c(Cl)c1)N1CCC(=O)N(C(COCc2ccccc2)Cc2ccccc2)CC1 (stereo not given)	0%	35%	?	-45%	-6%	1%	9	-10%	-2%	-12%	21%
O=S(=O)(Nc1ccc(S(=O)(=O)Nc2nccs2)cc1)c1ccc2c(c1)OCCO2	16%	-1%	?	-7%	5%	-7%	-1	-2%	10%	0%	9%
CCOC(=O)C1=CN(Cc2ccco2)S(=O)(=O)N(CC)C1c1cccc(OC)c1 (stereo not given)	2%	.	2%	7%	.	.	.	-1%	-7%	.	.
O=c1c2ccccc2[nH]c(=S)n1Cc1ccc2c(c1)OCO2	?	0%	3%	-24%	-5%	3%	-6	0%	3%	-2%	-11%
O=C(CN1C(=O)c2ccccc2S1(=O)=O)NC1CCCCCC1	2%	-16%	?	19%	13%	27%	2	4%	6%	?	4%
CCOc1ncccc1C(=O)OCCN1C(=O)c2ccccc2C1=O	12%	2%	-7%	0%	1%	5%	-1	1%	-8%	3%	-4%
Cc1cc(C)c(C)c(S(=O)(=O)N2CCC(C(=O)NC3=NCCS3)CC2)c1C	2%	.	-2%	-8%	1%	-6%	2	-5%	-1%	.	.
CC1CCCN(C2(O)C(=O)Nc3ccc(Br)cc32)C1 (stereo not given)	-3%	-4%	-9%	-12%	-5%	-6%	1	0%	8%	0%	7%
COc1ccccc1NC(=O)CNC(=O)Cn1cnc2sc(C)c(C)c2c1=O	3%	6%	2%	4%	1%	-10%	-1	6%	-7%	3%	-1%
COc1ccc(C2CCCN2C(=O)Nc2ccc(Cl)cc2)cc1OC (stereo not given)	6%	?	-2%	27%	2%	-7%	?	1%	-5%	?	19%
COc1ccccc1CNC(=O)COC(=O)c1cccc(-n2cnnn2)c1	-1%	.	-5%	14%	-2%	6%	-1	-1%	-2%	-2%	.
CCN1CCN(CC(=O)Nc2ccc(Cl)c(Cl)c2)C(=O)C1=O	-7%	-3%	-8%	45%	-2%	1%	-2	-8%	-3%	1%	4%
CC(C)c1ccc(S(=O)(=O)N2CCN(C(=O)CN3C(=O)NC(C)(c4ccccc4)C3=O)CC2)cc1 (stereo not given)	6%	.	?	-26%	-4%	2%	-2	-2%	1%	5%	.
Cc1cccc(C)c1NC(=O)N1C2CCCC1CC(NC(=O)C(C)(C)C)C2 (stereo not given)	0%	32%	-16%	21%	0%	10%	-2	-3%	4%	0%	-3%
Cc1cccc(-c2noc(CCCC(=O)Nc3ccc(C(N)=O)cc3)n2)c1	11%	16µM*	13%	5%	0%	0%	22	-2%	-3%	2%	11µM*
COCCCNC(=S)N(CCN(C)C)Cc1cc2cc3c(cc2[nH]c1=O)OCCO3	-3%	-12%[1.91 µM]	-20%	-10%	-6%	-8%	-7	2%	.	-3%	8%
CC(=O)c1ccc(OCCn2cnc3ccccc32)cc1	3%	39%	24%	51%	-1%	5%	-1	-7%	17%	4%	-2%
CC(NC1CCCC1)c1ccccc1 (stereo not given)	0%	-2%	25%	-5%	-3%	-1%	5	-9%	-1%	-1%	2%
O=S(=O)(NCC(c1ccco1)N1CCN(c2ccccc2F)CC1)c1ccc(F)cc1 (stereo not given)	-4%	4%	-7%	-42%	1%	-15%	2	2%	-7%	-1%	-2%
CCOC(=O)c1c(C)[nH]c(N=Nc2ccccc2C)c1C	23µM*	4µM*	?	47%	28%	?	8	2%	22%	15µM*	?
O=S(=O)(NCc1cccnc1)c1cccs1	-1%	0%[10 µM]	4%	-1%	-3%	3%	-3	1%	1%	5%	-1%
COc1ccc(C(=O)CSc2nnc(Cc3ccccc3)o2)cc1	-16%	0%	5%	-1%	2%	0%	23	1%	3%	-2%	1%
COC(=O)c1c(NC(=O)CSc2nnc(Cn3nnc4ccccc43)n2C)sc(C)c1C	0%	19%	?	-1%	0%	2%	-2	2%	-6%	-3%	-4%
CCOC(=O)Cc1csc(NC(=O)COc2ccc(OC)cc2)n1	3%	-9%	-15%	-5%	-1%	-2%	7	-2%	8%	19µM*	-3%
COc1ccc2c3n(nc2c1)CCN=C3c1cc(Cl)c(N)c(Cl)c1	-1%	.	?	-33%	1%	0%	0	0%	-1%	-19%	.
Cc1oc(-c2ccc(Cl)cc2)nc1CSCC(=O)NCCCN1CCOCC1	-8%	8%	?	-55%	-1%	-11%	7	0%	-3%	-5%	0%
O=C(O)c1ccc(NC(CSCc2ccccc2F)C(=O)O)c([N+](=O)[O-])c1 (stereo not given)	1%	-15%	2%	-10%	-2%	-3%	0	11%	13%	-18%	5%
O=C(Oc1ccc(Cl)c2cccnc12)c1ccco1	-9%	0.89µM*	?	-68%	-3%	-5%	-4	?	5%	?	1.6µM*
CCNC(=O)COC(=O)c1ccc(NS(=O)(=O)c2ccc3c(c2)OCCO3)cc1	0%	19%	9%	-1%	-1%	-3%	0	-4%	-1%	1%	-10%[10 µM]
OCC#CCSc1nnc(-c2ccncc2)o1	-1%	?	5%	0%	6%	-4%	-7	-13%	-3%	-2%	?
O=C(NCCc1ccccc1)C1CCCN(S(=O)(=O)c2cccc3nonc23)C1 (stereo not given)	-5%	2%	-10%	7%	-3%	-3%	4	2%	-5%	6%	5%
Cc1nc2sc3c(NCc4ccco4)ncnc3c2c2c1COC(C)(C)C2	-2%	-10%	2.6µM*	-53%	-2%	-5%	4	2%	4%	2%	-16%
CN(c1ccc(C(=O)NCCSCc2c(F)cccc2Cl)cc1)S(C)(=O)=O	-3%	14%	13µM*	-22%	-8%	-14%	-1	4%	10%	3%	-3%
CCCc1cc(=O)oc2c3c(c(Cl)cc12)OCN(CCCO)C3	0%	-15%	4%	.	0%	-5%	3	-9%	5%	1%	-2%
N#Cc1nc(COc2ccccc2)oc1N1CCCCCC1	13%	-43%	?	-1%	-4%	-6%	16	1%	2%	-14%	17%
CC[C@@]1(C(=O)OC)N[C@H](CN(C)C(=O)Nc2ccc(C(F)(F)F)cc2)[C@@H]2C(=O)N(Cc3ccccc3)C(=O)[C@@H]21	0%	.	4%	-49%	.	.	.	8%	-4%	.	.
O=S(=O)(Cc1ccc(Cl)cc1)N1CCN(Cc2ccc3c(c2)OCO3)CC1	-6%	29%	-6%	0%	-3%	-2%	0	0%	0%	0%	-15%
COc1cccc(NC(=O)C(C)Oc2ccccc2)c1 (stereo not given)	-7%	32%	11%	1%	8%	6%	4	-2%	4%	-7%	9%
FC(F)(F)c1ccccc1NC(=S)N1CCc2ccccc2C1	-12%	16µM*	15µM*	-34%	-7%	-1%	12	-3%	-3%	5%	?
Cc1ccsc1/C=C1\CCc2ccccc2C1=O	?	?	?	1%	?	0.79µM*	6	-25%	?	0.19µM*	11µM*
c1ccc(-c2cnc(CSc3ncnc4sccc34)o2)cc1	1%	?	11%	33%	5%	8%	3	-27%	6%	?	?
Nc1n[nH]c(-c2cccc([N+](=O)[O-])c2)n1	2%	6%	5%	-13%	1%	-3%	0	0%	1%	2%	0%
Cc1nc2cc(NS(=O)(=O)c3cccc(F)c3)ccc2s1	-9%	-40%	16%	-14%	-6%	1%	1	9%	-3%	-17%	-2%
CC(C)c1ccc(OCC(=O)N(Cc2ccco2)C2CCS(=O)(=O)C2)cc1 (stereo not given)	4%	0%	6%	-4%	-4%	3%	2	4%	.	-3%	3%

Source: PubChem BioAssay
